# Source: PubChem
# DNMT1 inh: blocks human DNA methyltransferase DNMT1. DNMT1 molecular beacon, Hinp1I cleavage, fluorescence. inhibition (reported as % activation of signal), % at 10 µM. hit rate 0.83% among 360,000; in the data active means inhibition above about 50%
# SUMO1 PPI mod: modulators of human SUMO1-mediated protein-protein interactions | inhibition, % at 20 µM | SUMO1 binding to a labelled peptide, TR-FRET, 1 h | P63165 | hit rate 0.33% among 360,000; in the data active means inhibition above about 37%
# Target sequence (P63165 whole entry, looked up): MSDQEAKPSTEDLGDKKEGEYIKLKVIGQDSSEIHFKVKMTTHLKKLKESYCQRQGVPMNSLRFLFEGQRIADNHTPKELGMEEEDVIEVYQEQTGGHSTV
# Scp-1 inhibitor: inhibitors of human Scp-1 phosphatase; hit rate 0.88% among 340,000; inhibition, % at 20 µM; AID 493091; Recombinant Scp1, phosphopeptide, malachite green phosphate absorbance; Q9GZU7;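 active means inhibition above about 50% at 20 µM, limit read from the data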;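 further: plate controls were DMSO wells with enzyme for no effect and wells lacking enzyme for full effect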
# Target sequence (Q9GZU7 76-261 limits assumed): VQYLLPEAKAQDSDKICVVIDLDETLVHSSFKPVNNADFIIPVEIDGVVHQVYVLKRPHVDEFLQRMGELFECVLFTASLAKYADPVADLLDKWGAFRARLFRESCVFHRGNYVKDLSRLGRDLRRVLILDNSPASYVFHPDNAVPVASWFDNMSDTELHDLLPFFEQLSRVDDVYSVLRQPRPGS
#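 Test system: SCP-1 phosphatase catalytic domain, residues 76-261 | Compound dosing: One concentration, 20 µM, with 1.0% DMSO | Schedule: 45 min room-temperature reaction, 5 min colour, 30 min stabiliser | Detection: Absorbance at 630 nm | Read-out basis: % inhibition of SCP-1 phosphate liberation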
# STEP block: STEP (human) phosphatase inhibition. recombinant STEP, OMFP fluorogenic substrate, fluorescence. hit rate 0.25% among 360,000. P54829. inhibition, % at 20 µM;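 active means inhibition at 20 µM, scaled per plate between control wells, above about 37%, limit read from the data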;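 further: 0% = DMSO with enzyme and substrate and 100% = substrate only without enzyme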
#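 Material: STEP (striatal-enriched tyrosine phosphatase) enzyme, cell-free | Medium: 50 mM Bis-Tris pH 6.0 with 2.5 mM DTT and 0.005% Tween 20 | Read-out: Percent inhibition scaled to no-enzyme and uninhibited-enzyme controls, plate-pattern corrected | Signal: Fluorescence read at 480 nm ex / 540 nm em | Times: 20 min reaction, room temperature, in the dark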
# MT1-MMP act inh: inhibitors of human MT1-MMP activation. GFP/RFP ratio change, % at 20 µM. hit rate 0.061% among 360,000. HT1080 RFP-PRO-GFP cells, GFP/RFP ratio fluorescence, overnight; percent of plate control window, DMSO zero;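 active means GFP/RFP ratio change of at least 30% with cell ATP level not reduced by more than half and red fluorescence within 50% of control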; further: strong numbers were not always called active
#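 Assay system: HT1080 cells carrying an RFP-PRO-GFP reporter | Dosing: Single dose of 20 µM compound, 1% DMSO final | Incubation: Cells overnight before dosing, compound overnight, 37 °C, 5% CO2 | Evaluation: GFP/RFP fluorescence ratio | Control set: DMSO and RFP-L50D-GFP cell wells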
# NRP1-CendR mod: modulators of CendR peptide binding to human neuropilin-1 | hit rate 0.85% among 360,000 | O14786 | FAM-RPARPAR peptide binding to NRP-1, fluorescence polarization | inhibition, % at 25 µM;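 active means inhibition or corrected inhibition above about 18%, plus a signal ratio from 0.5 to 1.5, limit read from the data, passing the limit was not always enough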; further: strong numbers were not always called active
# Rpn11 inh: inhibitors of human proteasome Rpn11 | O00487 | human 26S proteasome, Ub4-pepOG fluorescence polarization; 20S core pre-blocked with epoxomicin | calls only at 20 µM | hit rate 0.59% among 360,000 | AID 588493;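 active means inhibition at 20 µM, scaled to each plate's controls, above about 33%, limit read from the data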
# Target sequence (O00487 whole entry, looked up): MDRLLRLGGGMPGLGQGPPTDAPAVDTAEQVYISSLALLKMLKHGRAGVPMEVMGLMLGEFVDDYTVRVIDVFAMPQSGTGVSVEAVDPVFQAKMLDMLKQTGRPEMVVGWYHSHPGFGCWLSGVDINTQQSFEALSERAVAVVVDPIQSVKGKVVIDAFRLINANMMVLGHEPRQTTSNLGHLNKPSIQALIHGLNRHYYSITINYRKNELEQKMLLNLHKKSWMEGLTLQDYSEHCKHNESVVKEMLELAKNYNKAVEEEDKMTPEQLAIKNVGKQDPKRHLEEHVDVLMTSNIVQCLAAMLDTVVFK
# SKN-1 block: blocks SKN-1 activity in C. elegans; inhibition, % at 21.8 µM; C. elegans VP596 Pgst-4::GFP/RFP ratio, acrylamide-induced, 24 h; AID 624304; hit rate 0.49% among 360,000;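 active means interference check ratio from 0.5 to 1.5 plus GFP to RFP signal ratio inhibition reaching or exceeding a fixed threshold, cut at about 30% in these data, passing the limit was not always enough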; further: some compounds called inactive have numbers as strong as hits
# NadD inh: blocks S. aureus nicotinate mononucleotide adenylyltransferase | hit rate 0.78% among 360,000 | purified NadD enzyme, colorimetric absorbance read-out | inhibition, % at 20 µM; in the data active means inhibition above about 26%; further: some compounds past the cut are filed as inactive
# LMPTP inh: blocks human LMPTP phosphatase | recombinant LMPTP-A, OMFP fluorogenic substrate, fluorescence intensity | hit rate 0.22% among 360,000 | P24666 | AID 651560 | inhibition, % at 20 µM;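 active means compounds that cut the enzyme signal by at least half of the control window in the single-dose screen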;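 further: plate controls were DMSO wells with enzyme plus substrate for no effect and substrate without enzyme for full effect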
# Target sequence (P24666 whole entry, looked up): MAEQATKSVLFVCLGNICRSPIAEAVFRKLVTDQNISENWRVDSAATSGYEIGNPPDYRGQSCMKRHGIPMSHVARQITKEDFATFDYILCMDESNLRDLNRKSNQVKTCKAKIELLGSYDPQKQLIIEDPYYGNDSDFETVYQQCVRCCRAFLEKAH
#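 test system = LMPTP-A | amount = 0.625 nM LMPTP-A final | reagent = fluorogenic phosphatase substrate OMFP at 400 µM final | incubation = 50 min at room temperature | benchmarks = no-enzyme low control, uninhibited high control | medium = Bis-Tris pH 6.0, DTT, detergent | signal = fluorescence intensity of OMFP turnover product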
# * = called active by the depositor; i = inactive; nt = no result given.
SMILES,DNMT1 inh,SUMO1 PPI mod,Scp-1 inhibitor,STEP block,MT1-MMP act inh,NRP1-CendR mod,Rpn11 inh,SKN-1 block,NadD inh,LMPTP inh
Cc1ccc(-c2cc3nc(C)cc(NCc4ccco4)n3n2)cc1,-13.6,2.5,0.2,4.0,-6.2,-15.9,i,8.6,2.7,0.9
COc1cc(C(=O)ON=C2C3CC4CC(C3)CC2C4)cc(OC)c1OC,1.4,2.1,-6.8,-1.0,-11.8,4.3,i,-4.2,-0.5,-0.5
Cc1cc(NC(=O)OC(C)(C)C)c(-n2nnnc2C(C(=O)c2ccccc2)N2CCOCC2)cc1C (stereo not drawn),nt,-2.3,nt,nt,3.2,7.6,nt,12.6,nt,-0.3
O=C(OCCNc1nc(-c2ccccc2)nc2ccccc12)c1ccncc1,-5.9,2.4,-1.1,-2.5,1.7,0.2,i,5.3,2.7,62.3*
CC1(C(=O)NNC(=O)c2ccc(=O)oc2)CC1Br (stereo not drawn),74.6*,21.1,28.3,8.2,-12.2,-72.7,i,10.9,15.0,-1.0
Cc1ccc(NC(=O)CNCC(c2ccccc2)N(C)C)cc1F (stereo not drawn),2.6,-0.6,-10.6,-1.7,2.8,-8.6,i,-4.5,-5.7,-1.5
Cc1ccc(C(=O)NNC(=O)c2csc(N3CCOCC3)n2)o1,8.2,3.4,3.7,0.7,5.1,0.2,i,-7.4,-5.2,4.3
COc1ccccc1C(=O)Nc1ccc2c(c1)n(C)c(=O)n2C,-1.4,1.6,1.2,0.2,5.1,-125.2,i,-12.8,0.2,-0.5
Cc1cc(C)n(-c2ccc(C(=O)Nc3ccccc3N3CCOCC3)cc2)n1,-1.8,-1.8,-3.4,-3.7,4.1,-0.6,i,10.9,-8.7,-0.1
Nc1ccn([C@@H]2O[C@H](C(=O)N3CCCN(Cc4cccs4)CC3)[C@@H](O)[C@H]2O)c(=O)n1,-0.7,2.6,nt,1.3,2.0,8.9,i,9.0,-1.4,-0.6
O=[N+]([O-])c1ccccc1CCc1ccccc1[N+](=O)[O-],4.4,-4.4,-5.0,0.1,2.3,-0.3,i,-6.1,-1.2,1.8
CC1CCN(CC(=O)Nc2sc3c(c2C#N)CCC3)CC1,-0.9,-1.3,-14.8,-1.5,2.7,-54.9,i,6.6,5.1,-0.3
CN1C2CCC1/C(=C\c1ccccc1)C(=O)/C2=C\c1ccccc1,5.2,-12.7,-4.3,3.4,-15.6,0.6,i,7.3,-4.0,-0.3
CC(C)Cn1c(N)c(C(=O)CSc2ncccn2)c(=O)n(C)c1=O,-1.1,0.6,1.4,-1.0,-1.7,-0.9,i,18.0,0.3,-1.0
COc1cccc(C(=O)Nc2sc(C(C)C)cc2C(N)=O)c1OC,-12.2,0.2,-11.7,-2.9,2.7,11.6,i,3.5,-7.2,2.5
Cc1cc(C(=O)N/N=C/c2c[nH]c3ccccc23)c(C)o1,0.4,0.5,-4.9,-0.7,6.0,10.3,i,5.8,-0.1,-0.5
C/C(=N/O)c1ccc(Oc2cnccn2)cc1,-3.6,2.8,1.2,0.1,0.3,-14.3,i,-5.7,-2.5,-1.4
Cc1ccc(CNC(=O)c2sc3nc4c(c(C(F)(F)F)c3c2N)CCC4)cc1,-2.9,-2.7,-4.4,1.4,-6.9,-0.4,i,15.2,-5.4,2.3
N=C1C(c2ccccc2)=C(O)CN1c1cccc2ccccc12,-0.3,-30.8,-2.0,-0.1,0.3,6.1,i,0.2,1.7,0.0
CCSc1nnc(-c2ccncc2)n1Cc1ccccc1,-4.4,-1.9,-8.7,-2.4,0.4,-11.5,i,1.8,-5.3,-0.2
COc1ccc(Cn2c(=O)c3c(nc(NCCO)n3C)n(C)c2=O)cc1,-2.5,5.8,5.6,2.1,7.1,-14.3,i,-2.8,3.4,-1.6
S=c1[nH]nc(COc2ccc3ccccc3c2)o1,1.2,3.6,-1.6,-2.2,-4.2,9.2,i,-2.5,-5.9,-2.4
O=C1CN(c2nc3nonc3nc2N2CCCCC2)CCN1,3.8,-6.7,-4.6,2.7,4.2,-1.6,i,-5.9,0.4,-1.2
COc1ccc(S(=O)(=O)N2CCOCC2)cc1C(=O)Nc1ccc2c(c1)OCO2,0.3,0.8,-5.5,0.6,-0.6,-1.6,i,5.7,-4.7,-3.2
NS(=O)(=O)c1ccc(Cl)c(C(=O)Nc2ccccc2[N+](=O)[O-])c1,-1.9,-17.4,-2.9,1.9,-0.3,10.4,i,-3.2,-1.6,0.6

# New compounds follow
SMILES,DNMT1 inh,SUMO1 PPI mod,Scp-1 inhibitor,STEP block,MT1-MMP act inh,NRP1-CendR mod,Rpn11 inh,SKN-1 block,NadD inh,LMPTP inh
COc1cccc(C=O)c1OC(=O)N1CCOCC1,-2.7,1.9,-9.0,2.5,1.5,3.2,i,20.6,-0.5,-1.2
O=C(Cc1ccccc1Cl)NC1(O)C(=O)c2ccccc2C1=O,11.3,-15.5,14.1,2.7,-3.0,4.7,i,12.4,-0.7,0.2
Nn1c(SC/C=C/c2ccccc2)nnc1-c1ccccn1,4.4,0.0,-1.2,-1.2,-5.7,-9.9,i,14.8,7.0,-0.5
C/C(=N\NC(=O)c1ccccc1[N+](=O)[O-])c1ccc(Br)s1,-0.2,18.0,-3.1,-0.4,5.1,1.6,i,12.9,-6.2,0.6
CN(C)c1ccc(-c2cc(NC=O)c3ncc(-c4ccc(F)c(Cl)c4)n3c2)cc1,-20.1,-11.0,nt,-1.7,-104.4,-129.7,nt,22.6,22.8,3.1
O=C1OC(Nc2ccc(Br)cc2F)c2ccccc21 (stereo not drawn),-2.9,0.1,-7.3,0.3,-3.7,1.9,i,9.8,1.4,-0.6
CCOc1ccc(C(=O)NCC(=O)NCC(c2cccs2)N2CCOCC2)cc1 (stereo not drawn),-0.5,-29.0,-9.0,-2.6,-1.5,-2.0,i,3.5,4.2,-10.1
CCOC(=O)CNC(=O)c1sc(NC(=O)c2cccc(F)c2)nc1C,-1.6,1.9,-3.6,2.6,-7.8,6.2,i,-0.1,7.0,0.8
O=c1c2ccccc2nc(CSc2nnnn2-c2ccccc2)n1-c1ccccc1,19.4,-1.0,-2.9,0.0,-2.2,2.0,i,4.4,-5.2,2.2
CCCn1c(/N=C/c2ccc3c(c2)OCO3)nc2ccccc21,3.4,0.7,-2.7,-3.3,5.2,5.9,i,4.9,-5.7,6.1
N#C/C(=C\c1ccc(Oc2ccc(C(F)(F)F)cc2[N+](=O)[O-])cc1)c1nc2ccccc2[nH]1,-13.5,-12.5,6.2,5.6,-8.2,12.6,i,6.4,40.4*,0.9
CC(=O)Nc1ccc(S(=O)(=O)N2CCCC2C(=O)Nc2ccc3c(c2)OCCO3)cc1 (stereo not drawn),-1.5,3.0,-3.1,0.3,3.3,2.8,i,-1.5,-3.9,-1.2
CCOC(=O)N1CCN(C(=O)/C(=C/c2ccc(OC)cc2)NC(=O)c2ccccc2)CC1,0.9,2.8,-3.4,-1.9,2.0,-6.6,i,23.1,1.7,-0.9
CCOc1ccccc1N1CCN(CC(=O)Nc2nccs2)CC1,2.8,-0.3,nt,-1.5,-2.0,9.9,i,4.2,1.2,-2.6
NC(=O)C1CCN(C(=O)c2cnn(-c3ccccc3)c2NC(=O)c2cccc(F)c2)CC1,4.3,4.3,-5.8,-0.6,-2.1,8.6,i,10.6,-0.4,-0.5
C/C=C(\C)CN1CCN(c2cc(C)ccc2C)CC1,4.3,3.3,-2.7,1.5,-1.4,-3.2,i,-8.3,-6.7,-0.5
Cc1cccc(COc2ccccc2C(=O)OCC(=O)N(C)c2c(N)n(Cc3ccccc3)c(=O)[nH]c2=O)c1,-0.7,2.5,-1.8,-1.0,-13.1,-9.3,i,6.5,8.2,1.5
Cn1c(=O)c2c(nc(NCc3ccc4c(c3)OCO4)n2Cc2ccccc2)n(C)c1=O,0.4,5.6,-8.5,1.6,3.4,11.1,i,22.9,0.8,3.0
CCOC(=O)C1CCCN(CC(=O)Nc2c(F)c(F)c(F)c(F)c2F)C1 (stereo not drawn),-2.7,-4.3,-6.2,-4.0,-10.1,3.0,i,-3.7,0.2,-0.3
O=C(N/C(=C\c1ccc(Br)cc1)C(=O)N1CCOCC1)c1ccc([N+](=O)[O-])cc1,-0.2,-28.2,-7.2,1.2,1.6,-2.0,i,1.4,0.6,-1.1
COc1cc(OC)cc(OC(=O)c2ccc3c(=O)n4c(nc3c2)CCC4)c1,-3.4,6.4,7.5,3.5,3.4,-8.1,i,4.3,0.1,0.7
Cc1ccc([C@@H]2CC=C(C(=O)O)[C@H](c3cccc(F)c3)N2S(=O)(=O)c2ccccc2C)cc1,5.1,9.8,-4.2,2.0,1.8,-12.1,i,-3.6,2.9,0.1
Cc1ccc(S(=O)(=O)CCSc2nccn2C)cc1,3.1,-1.6,-6.2,0.5,1.5,-4.3,i,6.9,-3.5,-0.5
O=C(Nc1ncc(S(=O)(=O)c2ccc([N+](=O)[O-])cc2)s1)c1cccnc1,-2.0,-28.5,-10.5,1.6,2.2,7.9,i,-5.8,-5.9,1.5
O=C(NC1CC1)C(=O)c1c[nH]c2ccccc12,4.6,-0.8,-2.0,0.2,-2.4,11.9,i,-2.4,-2.3,-0.8
Cc1ccsc1/C=N/NC(=O)c1nnn(-c2nonc2N)c1-c1ccccc1,-1.9,-19.2,-1.8,0.7,-7.4,-4.0,i,10.9,1.5,1.0
Cc1nn(Cc2ccccc2)c(C)c1/C=N/NC(=O)c1ccccc1O,0.8,5.3,-0.8,-1.3,2.7,-1.4,i,6.7,0.1,-0.7

# Fetched by structure from the entries so far, 5 records:
SMILES,DNMT1 inh,SUMO1 PPI mod,Scp-1 inhibitor,STEP block,MT1-MMP act inh,NRP1-CendR mod,Rpn11 inh,SKN-1 block,NadD inh,LMPTP inh
O=c1c2ccccc2nc(CSc2nnnn2-c2ccccc2)n1-c1ccccc1,19.4,-1.0,-2.9,0.0,-2.2,2.0,i,4.4,-5.2,2.2
Cc1ccc([C@@H]2CC=C(C(=O)O)[C@H](c3cccc(F)c3)N2S(=O)(=O)c2ccccc2C)cc1,5.1,9.8,-4.2,2.0,1.8,-12.1,i,-3.6,2.9,0.1
COc1cccc(C=O)c1OC(=O)N1CCOCC1,-2.7,1.9,-9.0,2.5,1.5,3.2,i,20.6,-0.5,-1.2
O=C(N/C(=C\c1ccc(Br)cc1)C(=O)N1CCOCC1)c1ccc([N+](=O)[O-])cc1,-0.2,-28.2,-7.2,1.2,1.6,-2.0,i,1.4,0.6,-1.1
COc1cc(OC)cc(OC(=O)c2ccc3c(=O)n4c(nc3c2)CCC4)c1,-3.4,6.4,7.5,3.5,3.4,-8.1,i,4.3,0.1,0.7
